Screens deposited in PubChem BioAssay by several laboratories.
M1 antag – human CHRM1 antagonism | AID 588852 | inhibition, % at 3 µM | CHO-K1 hM1, Fluo-8 calcium fluorescence, ACh EC80 antagonist | P11229 | hit rate 1.3% among 360,000;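 active = percent inhibition above its own plate's cutoff, namely the mean of that plate's compound wells plus 3 SD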;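 also: peak over basal fluorescence ratio during 140 s after agonist addition; 0% = ACh EC80 plus DMSO and 100% = DMSO alone without agonist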
Target sequence (P11229 whole entry, looked up): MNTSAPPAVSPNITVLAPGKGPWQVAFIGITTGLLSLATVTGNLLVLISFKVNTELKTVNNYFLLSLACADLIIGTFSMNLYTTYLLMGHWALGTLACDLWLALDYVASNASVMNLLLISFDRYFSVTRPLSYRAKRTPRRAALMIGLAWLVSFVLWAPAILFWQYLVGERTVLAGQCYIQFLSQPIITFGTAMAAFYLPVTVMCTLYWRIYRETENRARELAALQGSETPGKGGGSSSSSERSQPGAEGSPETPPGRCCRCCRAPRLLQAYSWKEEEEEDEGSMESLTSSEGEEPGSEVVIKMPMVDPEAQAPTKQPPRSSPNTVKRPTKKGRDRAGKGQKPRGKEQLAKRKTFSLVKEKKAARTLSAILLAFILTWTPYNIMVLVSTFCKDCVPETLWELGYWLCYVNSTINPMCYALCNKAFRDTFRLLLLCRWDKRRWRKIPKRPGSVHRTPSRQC
M4 ag – agonists of human muscarinic M4 receptor (CHRM4). P08173. CHO-K1 hM4/Gqi5, Fluo-8 calcium fluorescence; vehicle 0%, full acetylcholine response 100%. activation, % at 3 µM. hit rate 0.14% among 360,000. AID 624127;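 active = activation above the run mean over all test wells plus 3 SD, cut at about 32% in these data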;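 also: peak over basal fluorescence ratio per well then scaled between controls; 0% = DMSO wells and 100% = acetylcholine at EC100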
Target sequence (P08173 whole entry, looked up): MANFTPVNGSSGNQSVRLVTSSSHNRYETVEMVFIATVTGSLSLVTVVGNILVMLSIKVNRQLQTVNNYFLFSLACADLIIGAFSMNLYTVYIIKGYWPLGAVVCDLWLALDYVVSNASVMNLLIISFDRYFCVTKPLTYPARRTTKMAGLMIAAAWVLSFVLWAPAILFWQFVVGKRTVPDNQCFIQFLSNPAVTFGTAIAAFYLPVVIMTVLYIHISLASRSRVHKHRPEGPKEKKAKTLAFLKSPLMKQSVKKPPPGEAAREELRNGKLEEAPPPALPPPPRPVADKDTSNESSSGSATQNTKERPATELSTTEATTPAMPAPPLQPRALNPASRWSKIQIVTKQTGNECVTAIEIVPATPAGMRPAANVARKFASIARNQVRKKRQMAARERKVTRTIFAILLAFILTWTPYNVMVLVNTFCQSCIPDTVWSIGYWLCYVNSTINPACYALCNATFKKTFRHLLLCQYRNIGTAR
M5 ag – agonists of human muscarinic M5 receptor (CHRM5). P08912. hit rate 0.19% among 360,000. CHO-K1 hM5 cells, Fluo-8 calcium fluorescence; 0% DMSO wells, 100% maximal acetylcholine response. AID 624037. activation, % at 3 µM;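 active = activation above the run's mean over test compounds plus 3 SD, cut at about 23% in these data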;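 also: signal is peak over basal fluorescence ratio across the kinetic read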
CRFR2-BP ag – CRF-BP/CRF-R2 complex agonism; HEK293 CRF-R2/CRF-BP, calcium dye fluorescence (FLIPR); percent of saturating CRF peptide response; activation, % at 13.2 µM; hit rate 0.46% among 350,000;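 active = activation of at least 50%, plus an integration ratio under a set limit after plate pattern correction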;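 also: plate controls were neutral control wells without compound for no effect and CRF at EC100 for full effect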
CHRM4 antagonist – blocks acetylcholine activation of human M4 receptor | CHO-hM4 cells, ACh EC80, Fluo-8 calcium fluorescence | inhibition, % at 3 µM | hit rate 0.73% among 360,000;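 active = inhibition above its plate's cutoff, the mean inhibition of sample wells plus 3 SD, cut at about 27% in these data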;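 also: 0% = acetylcholine EC80 with DMSO and 100% = DMSO without agonist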
M1 PAM – positive allosteric modulators of human M1 muscarinic receptor. hit rate 0.088% among 360,000. AID 588819. CHO-K1 hM1, Fluo-8 calcium fluorescence, ACh EC20; 0% = ACh EC20, 100% = maximal ACh. activation, % at 3 µM. P11229; in the data active = activation above about 19%, passing the limit was not always enough
M5 PAM – positive allosteric modulators of human muscarinic M5 receptor | CHO-K1 hM5, Fluo-8 calcium, ACh EC20 PAM; 0% = ACh EC20, 100% = ACh EC100 | activation, % at 3 µM | hit rate 0.3% among 360,000 | AID 624038;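 active = activation above the run cutoff, the mean activation of all test compounds plus 3 SD, cut at about 18% in these data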
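Assay system – human M5 receptor in CHO-K1 cells · Read-out – % activation, ACh-normalized · Technique – Fluo-8 calcium fluorescence · Dosing – single-point, 3 µM nominal · Incubation – Fluo-8 loading 80 min at 37 °C plus 30 min room temperature · Repeats – singlicate, one well per test compound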
M5 antag – blocks acetylcholine activation of human M5 receptor; CHO-hM5 cells, Fluo-8 calcium fluorescence, ACh EC80; hit rate 0.59% among 360,000; AID 624040; inhibition, % at 3 µM; P08912;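 active = inhibition above a per-plate cutoff, the mean of that plate's test compounds plus 3 SD, cut at about 27% in these data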;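 also: 0% = acetylcholine EC80 with DMSO and 100% = DMSO without agonist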
M4 PAM – CHRM4 positive allosteric modulation; P08173; activation, % at 3 µM; hit rate 0.4% among 360,000; AID 624126; CHO-K1 hM4/Gqi5, Fluo-8 calcium fluorescence, ACh EC20; 0% = ACh EC20, 100% = maximal ACh;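 active = activation above its plate's cutoff, the mean activation of sample wells plus 3 SD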; also: some results filed as inactive read as strong as hits
Numbers without * were called inactive; / = no result given.

SMILES	M1 antag	M4 ag	M5 ag	CRFR2-BP ag	CHRM4 antagonist	M1 PAM	M5 PAM	M5 antag	M4 PAM
COc1cc(/C=N/NC(=O)Cn2c([N+](=O)[O-])cnc2C)ccc1OC(=O)N(C)C	-23.0	0.4	1.6	-1.4	-3.3	11.6	2.7	-0.9	-0.5
COc1ccc(-c2ccc(OC)c(OC)c2OC)cc1	-3.4	-2.6	-6.8	-0.3	-3.7	7.2	-7.0	22.7	2.3
Cc1ccccc1N1CCN(C2CCCN(C(=O)Cc3c(C)noc3C)C2)CC1 (configuration not stated)	-13.6	0.8	-0.2	1.4	-0.2	12.9	7.5	-18.2	1.0
OC(c1ccncc1)(c1ccc(F)cc1)c1ccc(F)cc1	-8.6	-1.0	-8.1	-2.8	2.8	5.6	-8.2	11.2	5.5
COC(=O)C1=C(c2ccc(C(C)=O)cc2)C[C@@H]2CC[C@H]1N2C(=O)NC(C)C	-3.1	1.0	0.5	1.4	-7.5	-0.4	1.4	6.6	-2.4
O=C(c1ccc(Cl)cc1)C1CCCN(C2CCSCC2)C1 (configuration not stated)	60.6*	2.0	-9.8	0.6	36.9*	-30.6	-16.8	27.4*	-19.2
Cc1nn(Cc2ccccc2Cl)c(Cl)c1C(=O)OCC(=O)NCc1ccco1	5.4	2.5	-2.5	0.2	0.6	-2.5	3.8	-1.4	4.5
C[C@]12CCC3C(CCC4=C/C(=N/OCC(=O)NC(CCC(=O)O)C(=O)O)CC[C@@]43C)C1CCC2O (some centres not stated)	0.7	1.3	-5.4	-1.5	-4.7	1.3	0.6	5.8	-1.0
O=c1c2ccccc2nc(-c2ccccc2Cl)n1-c1ccc(O)cc1	-4.0	2.6	-0.7	1.6	-5.9	8.8	2.9	-0.6	-0.6
COC(=O)C1=C(c2ccccc2OCc2ccccc2)C[C@@H]2CC[C@H]1N2C(=O)NCc1ccc([N+](=O)[O-])cc1	-3.5	6.5	-7.2	2.1	-6.8	1.2	-9.2	2.6	-2.9
Cc1cccc(OCC(O)CN2CC2)c1 (configuration not stated)	-9.4	-0.1	2.5	-2.8	-9.6	4.6	10.4	4.0	5.5
COc1ccc(CN2Cc3cc(-c4cccc(F)c4)ccc3-n3nncc3C2)cc1	0.0	-0.6	-5.3	/	-29.1	-7.1	-11.8	-10.3	-12.5
O=C1/C(=C/c2cccnc2)N2CCC1CC2	-9.7	0.4	6.5	1.0	2.6	8.6	0.4	3.5	-12.0
COc1cc2ccc(=O)oc2c2ccoc12	0.5	0.6	0.2	-1.5	-3.5	7.7	5.2	7.2	10.8
COc1cccc(NP(=O)(Oc2ccccc2Cl)Oc2ccccc2Cl)c1	1.7	4.7	0.5	-1.4	9.4	4.2	-3.9	7.3	-5.8
CN1CC(C(=O)c2ccc([N+](=O)[O-])cc2)C(c2ccc(Cl)cc2)C1 (configuration not stated)	15.4	2.1	-3.4	0.4	0.1	-18.8	-3.5	3.1	-13.0
CS(=O)(=O)N1Cc2ccccc2-n2nncc2C1	-19.8	0.1	-0.1	0.3	-12.6	14.8	-3.0	7.9	0.6
CC(=NCCN1CCOCC1)c1c(O)n(-c2ccccc2C)c(=O)[nH]c1=O	0.3	2.5	-2.2	-0.3	24.5	-0.7	8.2	9.1	27.6
Cc1ccc(S(=O)(=O)N[C@@H](CCCCN)C(=O)CCl)cc1	-21.4	1.1	39.3*	2.8	-7.0	2.7	-16.3	-8.1	-2.4
N[C@@H](Cc1c[nH]c2ccccc12)c1nnc(SCc2ccc(Cl)cc2)o1	2.3	7.5	2.7	-1.4	11.7	11.6	-6.3	4.4	4.2
CC(C)(C)c1o[nH]c(=O)c1CC(N)C(=O)O (configuration not stated)	-17.8	-0.1	1.3	0.7	8.0	-8.8	-2.4	2.5	-5.0
C[C@]12CC[C@H](OC(=O)CCC(=O)O)CC1=CCC1C2CC[C@@]2(C)C1CC[C@@H]2OC(=O)CCC(=O)O (some centres not stated)	-13.0	0.8	1.1	4.3	-10.3	11.7	6.0	5.6	13.2
Cc1[nH]c2ccccc2c1CCCNC1CCCCC1	-1.4	1.8	-3.5	-0.5	8.2	-1.6	4.2	-1.9	0.8
COc1cccc(C2CCN(CC(=O)Nc3cc(Cl)ccc3OC)CC2O)c1 (configuration not stated)	-5.8	2.0	1.9	-0.9	-16.1	5.6	-4.7	-1.4	1.6
COC(=O)C1=C(c2cc3ccccc3o2)C[C@@H]2CC[C@H]1N2C(=O)NCc1cccc2ccccc12	-10.5	2.3	-1.8	5.1	0.4	4.4	0.1	5.7	5.4
Cc1cc(C)cc(N2C(=O)NC(=O)/C(=C\c3cc(C)n(C)c3C)C2=O)c1	-11.4	0.3	-1.8	-1.7	12.1	10.9	-5.6	8.1	2.5
CCOC(=O)c1c(/N=C/c2c(O)n(-c3ccc(F)cc3)c(=S)[nH]c2=O)sc2c1CCCC2	-1.9	2.6	0.6	5.5	-1.1	-0.8	-2.0	3.0	9.0
Cc1cc(OCC(=O)N[C@@H](Cc2ccccc2)C(=O)O)c2c3c(c(=O)oc2c1)CCCC3	-2.9	0.5	2.1	-2.5	-8.2	2.3	0.5	6.7	7.8
CNC(=O)Oc1ccccc1OC(C)C	-20.9	0.7	9.2	-2.4	-3.4	9.3	-7.2	3.7	-1.5
Cc1ccc(-n2c(O)c(C=NCc3ccco3)c(=O)[nH]c2=S)cc1C	-16.9	1.2	-1.5	-0.1	8.9	10.5	1.9	8.4	1.6
CC(=O)Nc1ccccc1C(=O)OCc1cccc(F)c1	-14.4	1.3	-8.3	-10.1	-7.2	10.0	-16.1	21.4	-0.8
CCOP(=O)(OCC)/C(C#N)=C/c1ccc(Br)cc1	6.0	0.7	-2.5	0.3	-2.4	-5.2	-9.9	9.2	1.7
CC(=O)NC1CC2CCCC(C1)N2 (configuration not stated)	5.7	0.1	-0.8	-2.4	3.0	5.7	-7.4	5.9	-5.1
COc1c2c(cc3c1OCO3)CC[N+](C)=C2	-6.5	0.0	-2.7	-0.7	-4.6	3.5	-2.7	7.0	2.0
CC(CN1CCOCC1)C(C#N)(c1ccccc1)c1ccccc1 (configuration not stated)	6.0	-0.5	-9.7	-3.5	-8.9	-22.1	-19.7	-11.3	-5.8
CCCCn1c(O)c(C(CC)=Nc2ccc(OC)cc2OC)c(=O)[nH]c1=O	2.9	2.0	-1.5	2.0	1.1	2.3	-8.3	10.4	-4.6
CCCCCCn1c(O)c(C=NCCN2CCCCC2)c(=O)[nH]c1=O	-8.4	1.1	0.6	1.1	6.0	3.5	5.3	1.2	-4.0
CN1CCN(c2cc(N3CCCCCC3)c(F)cc2[N+](=O)[O-])CC1	0.8	2.5	-6.6	2.7	8.8	-6.4	-1.1	6.1	3.1
Nc1nc(N)c2cnnn2n1	-12.2	2.7	1.3	5.0	-6.5	8.2	7.6	-0.3	16.0
NP(=O)(OCCCc1ccccc1)Oc1ccccc1Cl (configuration not stated)	-6.5	3.9	2.9	-2.4	-1.4	10.9	3.9	2.5	4.4
COC(=O)CN1C(=O)CN=C(c2ccccc2Cl)c2cc(Br)ccc21	-10.5	-0.1	0.4	-4.6	5.3	3.5	1.1	-8.5	-7.8
COC(=O)C1=C(c2ccc(OCc3ccccc3)cc2)C[C@@H]2CC[C@H]1N2C(=O)NCc1cccc(C(F)(F)F)c1	19.6	0.8	-2.7	6.2	-3.6	-12.3	2.7	7.8	-1.6
CCCC(C)C1(CC)C(=O)NC(=Nc2ccccc2)NC1=O (configuration not stated)	-10.1	1.7	4.6	-0.3	7.6	10.4	3.5	-4.7	8.6
Cc1c(N=Nc2c(O)[nH]c(=O)[nH]c2=O)c(=O)n(-c2ccccc2)n1C	-5.3	2.1	0.3	0.5	0.7	3.0	-2.4	11.1	-5.4
CC(Cc1ccccc1)NC=O (configuration not stated)	-2.4	0.5	1.6	0.2	-12.2	5.9	0.0	4.6	10.4
O=[N+]([O-])c1cc(O)c(O)c([N+](=O)[O-])c1	-30.1	1.0	-0.5	0.1	5.2	4.7	-3.5	7.9	-0.4
CCOc1cc(C)cc2oc(=O)c3c(c12)CCCC3	0.1	-0.7	-1.0	0.2	-6.3	0.7	-0.3	-0.4	5.7
O=C(COc1ccccc1)c1cn(Cc2ccccc2)c2ccccc12	-2.6	1.4	-0.3	15.4	-3.8	6.3	-4.0	-0.1	-1.5
COC(=O)C1=C(c2ccc(OC)c(OC)c2)C[C@@H]2CC[C@H]1N2C(=O)N1CCCC1	-4.3	4.1	0.1	1.9	3.2	6.5	-2.3	-0.2	11.3
CC(C)N1C(=O)NC(=O)C2(Cc3cc([N+](=O)[O-])ccc3N(C)C2c2ccccc2)C1=O (configuration not stated)	0.3	9.8	-0.6	-0.6	0.7	3.0	-12.2	7.8	-7.6
O=C(NCC1=C(c2ccc3ccccc3c2)C[C@@H]2CC[C@H]1N2Cc1ccco1)c1nccs1	21.4	6.0	-2.0	-0.7	-9.8	-17.4	-6.7	15.9	-14.4
CNCCc1c[nH]c2ccc(O)cc12	-31.5	0.5	-0.7	0.1	-0.3	8.4	-4.2	2.8	2.6
O=C1c2ccccc2C(=O)N1Cc1nc2ccccc2c(=O)n1-c1ccc(Br)cn1	-23.2	1.6	-3.9	0.8	2.9	-3.7	-3.6	-4.4	-7.2
Cc1nc2ncnn2c(C)c1CCC(=O)N1CCC2(CC1)OCCO2	-0.2	1.0	1.6	-0.7	3.8	0.4	0.5	4.8	17.0
CC1CCN(C(=O)COC(=O)c2cn(C)c3ccccc23)CC1	-3.3	0.4	-0.6	-1.7	13.8	2.1	11.6	-4.9	2.8
CCC1C2Cc3ccc(O)cc3C1(CC)CCN2C (configuration not stated)	-1.4	0.6	-0.1	-1.0	2.4	3.3	-9.8	15.3	3.1
C=Cn1ccnc1P(=S)(c1ccc(Cl)cc1)c1nccn1C=C	-7.3	0.9	0.0	-1.7	2.1	11.4	-0.7	12.5	7.4
CN1CCN(C(=O)COc2ccc(C(C)(C)C)cc2Br)CC1	-10.6	2.2	-10.6	0.0	-10.7	6.2	1.0	-9.3	2.4
COC(=O)C1=C(c2cccc(OCc3ccccc3)c2)C[C@@H]2CC[C@H]1N2C(=O)NCc1ccc(F)cc1	38.1*	2.1	-12.8	0.1	15.7	-33.8	-30.8	27.2*	-13.2
CCn1cc(C(=O)N2CCOCC2)c2ccccc21	-12.7	1.6	-0.8	-3.5	3.1	15.9	-0.4	8.0	0.1

Reformatted with bars between the fields: part of the list above.
Structure | M1 antag | M4 ag | M5 ag | CRFR2-BP ag | CHRM4 antagonist | M1 PAM | M5 PAM | M5 antag | M4 PAM
CNCCc1c[nH]c2ccc(O)cc12 | -31.5 | 0.5 | -0.7 | 0.1 | -0.3 | 8.4 | -4.2 | 2.8 | 2.6
CC1CCN(C(=O)COC(=O)c2cn(C)c3ccccc23)CC1 | -3.3 | 0.4 | -0.6 | -1.7 | 13.8 | 2.1 | 11.6 | -4.9 | 2.8
CN1CCN(C(=O)COc2ccc(C(C)(C)C)cc2Br)CC1 | -10.6 | 2.2 | -10.6 | 0.0 | -10.7 | 6.2 | 1.0 | -9.3 | 2.4

These rows are one share of the data (hit frequency here may not be typical).
